VP16 counter: inhibits Gal4-VP16 luciferase reporter, ROR gamma counter-screen; Drosophila S2 Gal4-VP16 UAS-luciferase, luminescence, 20 h; Potency, µM (series often up to 53.6 µM), for the others: top-dose activity, negative = inhibition, hits mostly inhibitors; 310,000 compounds, 3.5% hits; AID 2546;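 note: Gal4-VP16 expression switched on by copper sulfate through the metallothionein promoter; potency is the fitted concentration of half-maximal effect; % is set by controls: 0 for no effect and ±100 for the full control effect; nearly all actives have a fitted effect of over 50% in size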
Mito fusion act: blocks mitochondrial division or promotes mitochondrial fusion; S. cerevisiae fusion-defective mutant growth rescue, CellTiterGlo 48 h; Potency, µM (highest dose often 46.1 µM), inactives show at the top dose growth rescue (activation), most hits filed as activators; 320,000 compounds, 0.23% hits; AID 485298;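 note: potency is the fitted concentration of half-maximal effect; % of control where 0% means no effect; nearly all actives have a fitted effect of over 45% in size; temperature-sensitive fusion mutants such as fzo1-1 at 37 °C on non-fermentable ethanol glycerol medium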
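Luminescent cell viability in 1536-well qHTS format served as the measure of rescued growth in ts fusion-mutant S. cerevisiae cultured on non-fermentable YPEG for 48 hours at 37C.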
FLuc modulator: firefly luciferase modulation, counter-screen for miR-21 project; P08659; purified FLuc, Km substrates, luminescence inhibition; Potency, µM (titrated, usually from 57.5 µM), for inactives: at the highest dose activity change, negative = inhibition, actives largely listed as inhibitors; 360,000 compounds, 6.9% hits;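 note: potency is the fitted concentration of half-maximal effect; plate controls were vehicle for no effect and reference inhibitor for full effect; nearly all actives have a fitted effect of over 55% in size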
Target sequence (P08659 whole entry, looked up): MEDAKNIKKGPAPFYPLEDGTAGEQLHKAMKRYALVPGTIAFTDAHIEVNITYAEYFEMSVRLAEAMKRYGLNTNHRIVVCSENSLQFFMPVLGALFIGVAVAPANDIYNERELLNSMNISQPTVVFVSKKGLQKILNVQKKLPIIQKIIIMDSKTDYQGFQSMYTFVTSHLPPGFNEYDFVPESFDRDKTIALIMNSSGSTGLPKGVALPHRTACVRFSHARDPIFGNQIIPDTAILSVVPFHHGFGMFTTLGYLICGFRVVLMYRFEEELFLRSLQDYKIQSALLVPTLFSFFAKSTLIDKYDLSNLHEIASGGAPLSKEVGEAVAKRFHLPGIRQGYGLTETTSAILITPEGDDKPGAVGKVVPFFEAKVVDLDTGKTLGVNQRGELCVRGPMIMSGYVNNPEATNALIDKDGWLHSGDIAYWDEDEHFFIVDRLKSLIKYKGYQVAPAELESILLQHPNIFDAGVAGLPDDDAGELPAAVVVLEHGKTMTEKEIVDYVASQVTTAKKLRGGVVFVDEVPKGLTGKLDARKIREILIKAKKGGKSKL
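Purified P. pyralis luciferase, 10 nM final, with Km-level 10 uM D-luciferin and 10 uM ATP in 50 mM Tris acetate pH 7.5, 10 mM Mg acetate, 0.01% Tween-20, 0.05% BSA; 6-point qHTS titration about 60 µM downward; luminescence read.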
Rab9 promoter act: activators of Rab9 promoter; Huh7 Rab9 promoter-luciferase reporter, luminescence, 24 h; Potency, µM (top dose mostly 9.22 µM), for the others: at the highest dose activation, negative = inhibition, usual class: activators; 320,000 compounds, 2.8% hits; AID 485297; note: potency is the fitted concentration of half-maximal effect; % of control where 0% means no effect; nearly all actives have a fitted effect of over 60% in size
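Cell-based reporter: Huh7 stable for Rab9 promoter-driven luciferase, plated in reduced-serum medium with 10% FBS at 1500 cells/well, compound-treated 24 h at 37 °C, luminescence read after 10 min reagent.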
RORgamma inh: ROR gamma (mouse) transcription inhibition. Drosophila S2 Gal4-RORgamma UAS-luciferase reporter, 20 h. 310,000 compounds, 5.4% hits. Potency, µM (doses to about 53.6 µM), for inactives: at the top dose activity change, negative = inhibition, actives largely listed as inhibitors; note: potency is the fitted concentration of half-maximal effect; % is set by controls: 0 for no effect and ±100 for the full control effect; nearly all actives have a fitted effect of over 60% in size
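In this cell-based reporter format, copper sulfate (700 uM final) drives Gal4–ROR gamma fusion expression from a metallothionein promoter in Drosophila Schneider cells; compounds preincubated 1 hr, reporter read after 20 hr at ambient temperature.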
ELG1 DNA repair: blocks ELG1-dependent DNA repair in HEK293T cells. HEK293T ELG1-luciferase reporter, luminescence, 16 h; DNA damage induced by 5-fluorouridine. Potency, µM (doses to about 46.1 µM), inactives show at the highest dose activity change, negative = inhibition, actives largely listed as inhibitors. 330,000 compounds, 2.3% hits; note: potency is the fitted concentration of half-maximal effect; % is set by controls: 0 for no effect and ±100 for the full control effect; nearly all actives have a fitted effect of over 55% in size
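Quantitative HTS, concentration-response format. 2,000 cells/well co-treated with 5-fluorouridine and compound, 16 hr in 5% CO2 at 37 °C; ONE-Glo luminescence read after 30 min.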
PKM2 activator: activators of human pyruvate kinase M2; P14618; purified PKM2, Kinase-Glo ATP luminescence, activation; response scale: 0% is enzyme alone, no compound; Potency, µM (top dose mostly 57.5 µM), for the others: at the highest dose activation, hits mostly activators; 260,000 compounds, 0.34% hits; note: potency is the fitted concentration of half-maximal effect; % is set by controls: 0 for no effect and ±100 for the full control effect; nearly all actives have a fitted effect of over 55% in size
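Kinase-Glo luminescence reports ATP generated from ADP (0.1 mM) and PEP (0.5 mM) by purified hPK-M2 after 1 h at room temperature, pH 7.2 imidazole buffer; intermediate enzyme activity allows detecting inhibitors and activators.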
Menin MLL FP TR: inhibitors of human menin-MLL interaction, mutant MLL peptide | Potency, µM (doses to about 61.6 µM), for inactives: top-dose FP activity change, negative = inhibition, usual class: inhibitors | Menin + Texas Red MLL mutant peptide, fluorescence polarization | O00255 | 270,000 compounds, 0.23% hits; active = well fitted inhibition curve with a large enough effect in the polarisation, with a control signal flat, not every such curve was filed as active; inconclusive = small, poorly fitted or top-dose-only effect, or effect the other way, or a change in a side signal; inactive = no such curve, though single readings can be large or run the other way; the % refers to the polarisation; note: potency is the fitted concentration of half-maximal effect; % of control where 0% means no effect; many of its hits are not listed in these tables
KCNH2 3.1 block: blocks the human KCNH2 3.1 channel isoform | activity change, % (tested at about 1.8 µM) | 340,000 compounds, 0.95% hits | U2OS KCNH2 3.1, thallium flux FluxOr; stronger effect = lower value | AID 720553;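 active = maximum activity change below -70%; inconclusive = maximum activity change from -70% to -50%; inactive = maximum activity change above -50%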;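 note: thallium influx rate constant from kinetic fluorescence after stimulation buffer; % is set by controls: 0 for no effect and ±100 for the full control effect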
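Steps: virus added to U2OS suspension (4 h, RT, dark); medium with 10% FBS added, cells plated, 37 C overnight; FluxOr/Red40 loading buffer 45 min RT; stimulation buffer, 2 min kinetic read; rate constant normalized.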
NPC1 prom act: activators of NPC1 promoter | 320,000 compounds, 2.4% hits | Huh7 NPC1 promoter luciferase reporter, 24 h | Potency, µM (series often up to 9.22 µM), without a hit: at the highest dose activation, actives largely listed as activators;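 note: potency is the fitted concentration of half-maximal effect; % of control where 0% means no effect; nearly all actives have a fitted effect of over 60% in size; reporter is driven by a mutant NPC1 promoter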
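Compounds in DMSO were transferred onto Huh7 NPC1-luciferase reporter cells pre-incubated 2 h; after 24 h at 37 °C, Amplite reagent was dispensed and luminescence recorded 10 min later.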
MBNL1 CUG block: blocks human MBNL1 binding to CUG repeat RNA; AID 2675; Potency, µM (series often up to 57.5 µM), for the others: top-dose activity change, negative = inhibition, most hits filed as inhibitors; Q9NR56; TR-FRET MBNL1-His/biotin-(CUG)12 binding, 665/545 ratio; 280,000 compounds, 0.036% hits; active = well fitted inhibition curve with a large enough effect in the signal ratio, with a control signal flat, not every such curve was filed as active; inconclusive = small, poorly fitted or top-dose-only effect, or effect the other way, or a change in a side signal; inactive = no such curve, though single readings can be large or run the other way; the % refers to the signal ratio; note: potency is the fitted concentration of half-maximal effect; % is set by controls: 0 for no effect and ±100 for the full control effect
Target sequence (Q9NR56 whole entry, looked up): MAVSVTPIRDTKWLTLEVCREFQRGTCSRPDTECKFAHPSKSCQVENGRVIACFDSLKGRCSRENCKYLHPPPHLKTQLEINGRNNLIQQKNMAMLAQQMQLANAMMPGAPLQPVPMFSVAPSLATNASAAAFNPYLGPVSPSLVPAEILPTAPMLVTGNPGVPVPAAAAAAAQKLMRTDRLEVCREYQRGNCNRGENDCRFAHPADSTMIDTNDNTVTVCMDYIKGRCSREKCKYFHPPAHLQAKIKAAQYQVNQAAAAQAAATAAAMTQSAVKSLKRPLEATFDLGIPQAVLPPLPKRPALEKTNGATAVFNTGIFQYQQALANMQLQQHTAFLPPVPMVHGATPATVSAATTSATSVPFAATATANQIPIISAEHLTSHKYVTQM
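Inhibition of protein-RNA binding appears as loss of TR-FRET between terbium anti-His antibody on MBNL1-His and streptavidin-XL665 on biotin-(CUG)12. Activity is normalized to buffer-only and uninhibited-complex controls.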
* = called active by the depositor; u = inconclusive; x = not tested or not shown; & = joins results of further samples; [ ] = another dose, or the depositor's remark. Unless noted, calls come from the whole dose curve; as a rule, active = well fitted curve in the direction sought with a large enough effect; inconclusive = small, poorly fitted or top-dose-only effect, or another doubt; inactive = no such curve, though single readings can be large; an effect the other way counts as inactive or inconclusive. A portion of the library; count on the stated rates, not on these rows.

Each structure is followed by: FLuc modulator | Rab9 promoter act | Mito fusion act | ELG1 DNA repair | RORgamma inh | NPC1 prom act | MBNL1 CUG block | Menin MLL FP TR | KCNH2 3.1 block | PKM2 activator | VP16 counter
O=C(NCc1cccc(F)c1)C1CCN(C(=O)c2sccc2-n2cccc2)CC1
    -3%&-11% | -1% | -4% | 0% | 15% | -3% | 7% | -3% | 1 | -1% | -18%
O=c1c2cc(NC(=S)NCc3cccnc3)ccc2nc2n1CCCCC2
    u | 29% | 7% | 4% | 12% | 13% | 0% | u | 1 | -3% | -3%
Cc1cc(NC(=O)CN2CCOCC2)n(-c2nc3ccccc3s2)n1
    -15% | x | -6% | x | 3.5µM* | x | 3% | u | 3 | -4% | 1%
CC1CCN(S(=O)(=O)c2ccc3ncn(CC(=O)N(C)Cc4ccccc4)c(=O)c3c2)CC1
    8% | 3% | 1% | -12% | u | 0% | 6% | 49%[activator] | -1 | -1% | -7%
COc1cc2cc(CCOC(=O)CCCC(=O)O)oc(=O)c2cc1OC
    1% | -7% | -8% | 13% | x | 0% | x | x | 26 | x | x
CC(=O)c1cccc(NC(=O)CN2CCc3cc4c(cc3C2)OCCCO4)c1
    0% | 0% | 1% | u | 6% | -3% | -2% | 10% | -6 | 2% | 5%
Cc1nc(NC(=O)c2ccco2)sc1-c1csc(Nc2ccc(Cl)cc2Cl)n1
    u | -2% | 13% | 13µM* | u | -2% | 3% | u | -4 | -8% | -24%
CCN(CC)S(=O)(=O)c1cccc(NC(=O)CN(C)Cc2cccc(OC)c2)c1
    1% | -3% | 6% | u | 2% | -1% | 1% | x | -7 | 5% | -8%
Nc1nc2nonc2nc1N1CCCCC1
    0% | 0% | -1% | -20% | 8% | -1% | u | -1% | 8 | 0% | -2%
O=C(CCN1C(=O)c2ccccc2C1=O)C1=NN[C@@H]2C(=O)N(c3ccc4c(c3)OCO4)C(=O)[C@H]12
    -4% | -4% | 1% | -8% | 17% | -2% | 22% | x | -7 | 0% | 2%
CCOC(=O)C(C(=O)Nc1nccs1)C1CCCCC1 (stereo unspecified)
    4% | 1% | -5% | -13% | -36% | 0% | -7% | -1% | -5 | -1% | -6%
COc1ccc(S(=O)(=O)NCC2CCC(C(=O)NCc3ccco3)CC2)cc1 (stereo unspecified)
    5% | 2% | 0% | 1% | -19% | 0% | -5% | -24% | 2 | -15% | -4%
Cc1cccc(N=C2NC(=O)CS2)c1
    2% | 1% | 2% | 8% | -18% | 1% | -1% | 2% | -11 | -1% | -2%
CCOC(=O)c1c(CN(CC)CC)oc2cc(Br)c(O)cc12
    6% | -9% | -1% | -19% | -18% | 2% | -5% | 6% | 4 | 2% | 4%
O=C(CNC(=O)c1ccccc1)NCCc1nc2ccccc2[nH]1
    -1% | 0% | -2% | 10% | 2% | -2% | -2% | 8% | -2 | -3% | -1%
CC(=O)c1cc(N2CCC(C(=O)O)CC2)ccc1[N+](=O)[O-]
    6% | -6% | -2% | -10% | 1% | 0% | u | -1% | 19 | -4% | -4%
CCn1nc([N+](=O)[O-])c2c(-c3nc4ccccc4o3)c(N)n(CCCOC)c2c1=O
    7% | -11% | 10% | u | -14% | -3% | 2% | 9% | -2 | 2% | 1%
O=C(Cn1nnc(-c2ccccc2F)n1)N1CCCCC1
    u | 2.5µM* | 1% | u | -10% | 3.2µM* | -7% | -11% | -134* | -5% | -9%
COc1ccc(CCNc2ccncn2)cc1OC
    2% | 9% | -2% | -18% | 5% | -2% | 8% | -5% | -7 | -11% | -22%
CCCCOC(=O)Nc1nnc(C(C)C)s1
    u | 2.2µM* | -1% | u | -29% | 2.8µM* | -7% | 9% | 5 | 1% | 6%
CC(OC(=O)Cc1c[nH]c2ccccc12)C(=O)Nc1ccc(S(N)(=O)=O)cc1 (stereo unspecified)
    2% | 0% | -1% | -21% | x | -2% | x | x | 9 | x | x
CCOC(=O)c1ccc(NS(=O)(=O)c2ccc3[nH]c(=O)[nH]c3c2)cc1
    2% | -3% | -9% | 0% | 19% | -2% | -3% | 31%[activator] | 9 | -7% | 1%
Cc1oc(-c2ccccc2)cc1C(=O)Nc1ccccc1
    -16% | -1% | -1% | -3% | 14% | 10% | 2% | 18% | 7 | 1% | 4%
CCOC(=O)N1CCN(C(=O)c2ccc(NS(=O)(=O)c3ccc(F)cc3)cc2)CC1
    -2% | -5% | 3% | u | u | 0% | -8% | 4% | 4 | 7% | -18%
COc1cccc(/C=C/C(=O)OCC(=O)NCCNC(=O)COC(=O)/C=C/c2cccc(OC)c2)c1
    2% | -1% | -2% | 0% | x | -2% | x | x | -31 | x | x
CCn1c(SCC(=O)Nc2nncs2)nnc1C(C)NC(=O)c1ccccc1Br (stereo unspecified)
    1% | 1% | 6% | 4% | 12% | -2% | 5% | 4% | 3 | -1% | 2%
CC(OC(=O)c1cccc(S(=O)(=O)Nc2cccc(C(F)(F)F)c2)c1)C(=O)Nc1ccc2c(c1)OCCO2 (stereo unspecified)
    -13% | 11% | -3% | u | u | 1% | 5% | -20% | 11 | 0% | -26%
CC1Sc2ccc(S(=O)(=O)CCC(=O)NCc3cccs3)cc2NC1=O (stereo unspecified)
    0% | -2% | 3% | -8% | 32% | -5% | -1% | x | 7 | x | 21%
COc1cccc(C(=O)N2CCN(Cc3nc(CC4CC4)no3)CC2)c1
    2% | 0% | 1% | -7% | 20% | -12% | 9% | x | 16 | -2% | -14%
C(=C\c1ccco1)/c1ccc2ccccc2n1
    1.2µM* | 4µM* | -6% | u | 12% | u | 16% | x | -4 | -9% | 4%
CCCc1ccc(Oc2coc3cc(OCC(=O)Nc4ccccc4C)ccc3c2=O)cc1
    -12% | -3% | -9% | 12% | u | -6% | 5% | -8% | -26 | -23% | u
Cc1ccc(-c2nc(CSCC(=O)N3CCN(c4ccccn4)CC3)c(C)o2)cc1
    6% | 0% | 2% | 10µM* | u | 0% | -6% | u | 3 | -3% | u
Cc1ccc(N2C(=O)C3C4C=CC(CNC(=S)Nc5cccc(Cl)c5)(O4)C3C2=O)cc1 (stereo unspecified)
    -1% | -2% | 3% | -27% | u | 1% | 7% | u | -7 | u | 13µM*
COc1ccc(NC(=O)COC(=O)c2c(-c3ccccc3)noc2C)cc1
    -5% | 4% | 0% | u | 7% | -2% | -22% | 12% | -9 | -2% | 0%
CCCc1nnc(-c2cc(OC)c(OC)c(OC)c2)o1
    1% | -1% | 0% | 2% | 6% | 1% | -8% | -16% | 1 | 0% | -7%
Cc1ccnc(N/N=C/c2ccco2)n1
    17µM* | 26% | -2% | u | -23% | u | 11% | 1% | 6 | -20% | 13%
COCCn1c(SCc2nc(N)nc(Nc3ccccc3C)n2)nc2ccccc2c1=O
    4% | 0% | 5% | 0% | 32% | -4% | -10% | 13% | 5 | 1% | -6%
COc1cccc(C(=O)Nc2nc(-c3ccc4c(c3)OCO4)cs2)c1
    17µM* | -4% | u | 13% | 30% | 4% | u | u | -14 | -8% | 1%
C=CCOc1ccccc1NC(=O)CN1C(=O)CNC1=O
    2% | -2% | -3% | 5% | -32% | -5% | -6% | 5% | 24 | -4% | 2%
Cc1ccc(NC2CCCN(C(=O)c3cnsn3)C2)cc1C (stereo unspecified)
    -7% | -2% | -5% | 10% | 23% | 1% | -1% | 4% | 1 | x | -10%

Laid out differently: three of the compounds above.
structure,FLuc modulator,Rab9 promoter act,Mito fusion act,ELG1 DNA repair,RORgamma inh,NPC1 prom act,MBNL1 CUG block,Menin MLL FP TR,KCNH2 3.1 block,PKM2 activator,VP16 counter
Cc1ccc(N2C(=O)C3C4C=CC(CNC(=S)Nc5cccc(Cl)c5)(O4)C3C2=O)cc1 (stereo unspecified),-1%,-2%,3%,-27%,u,1%,7%,u,-7,u,13µM*
COc1ccc(NC(=O)COC(=O)c2c(-c3ccccc3)noc2C)cc1,-5%,4%,0%,u,7%,-2%,-22%,12%,-9,-2%,0%
CCCc1nnc(-c2cc(OC)c(OC)c(OC)c2)o1,1%,-1%,0%,2%,6%,1%,-8%,-16%,1,0%,-7%
